Screens: PubChem, National Center for Advancing Translational Sciences (NCATS)
Pin1 inhibitor: human Pin1 inhibition | Q13526 | AID 504891 | actives 0.009% (n = 390,000) | Potency, µM (top dose mostly 115 µM), for the others: at the highest dose activity, negative = inhibition, usual class: inhibitors | Pin1 FP peptide displacement, HiFluor488, 10 min; active = well fitted inhibition curve with a large enough effect in the polarisation, with a control signal flat, not every such curve was filed as active; inconclusive = small, poorly fitted or top-dose-only effect, or effect the other way, or a change in a side signal; inactive = no such curve, though single readings can be large or run the other way; the % refers to the polarisation; note: % is set by controls: 0 for no effect and ±100 for the full control effect
Target sequence (Q13526 whole entry, looked up): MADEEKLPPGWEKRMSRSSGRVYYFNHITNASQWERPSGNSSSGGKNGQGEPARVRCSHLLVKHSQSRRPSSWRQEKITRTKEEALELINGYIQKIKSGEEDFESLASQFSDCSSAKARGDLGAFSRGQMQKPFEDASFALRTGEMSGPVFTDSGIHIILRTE
RGS4 inhibitor: human RGS4 inhibition | P49798 | AID 504845 | Transcreener GDP fluorescence polarization, RGS4-accelerated GTP hydrolysis | Potency, µM (top dose mostly 114 µM), inactives show top-dose activity change, negative = inhibition, actives largely listed as inhibitors | actives 0.039% (n = 390,000); note: % is set by controls: 0 for no effect and ±100 for the full control effect; nearly all actives have a fitted effect of over 75% in size; some results filed as inactive show a strong effect at the top dose
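MLSMR compounds (23 nl, pin-transferred) preincubated 10 min at room temperature with a 500nM (2x) first reagent, then RGS4 at 900nM (2x) plus Transcreener GDP mix added; fluorescence polarization (620/688 nm) read before and after 90 min at 30 °C.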
rTrxR1 inhibitor: rat TrxR1 inhibition; actives 1% (n = 390,000); recombinant rTrxR1, NADPH fluorescence consumption, selenite substrate; Potency, µM (top dose mostly 114 µM), without a hit: top-dose activity change, negative = inhibition, usual class: inhibitors; AID 588453; note: % is set by controls: 0 for no effect and ±100 for the full control effect; nearly all actives have a fitted effect of over 65% in size
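Rat TrxR1 (90 nM in the dispensed reagent) was pre-reduced with 400 uM NADPH for 5 min at room temperature, then incubated with compound for 15 min. After 400 uM selenite was added, NADPH fluorescence (Ex 340/Em 450 nm) was followed for 8 min.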
GLS inh: glutaminase GLS (human) inhibition. GLS enzymatic activity, qHTS titration. actives 0.21% (n = 410,000). Potency, µM (series often up to 45.5 µM), inactives show at the top dose activity change, negative = inhibition, usual class: inhibitors. AID 624170; note: % is set by controls: 0 for no effect and ±100 for the full control effect
Target sequence (O94925 whole entry, looked up): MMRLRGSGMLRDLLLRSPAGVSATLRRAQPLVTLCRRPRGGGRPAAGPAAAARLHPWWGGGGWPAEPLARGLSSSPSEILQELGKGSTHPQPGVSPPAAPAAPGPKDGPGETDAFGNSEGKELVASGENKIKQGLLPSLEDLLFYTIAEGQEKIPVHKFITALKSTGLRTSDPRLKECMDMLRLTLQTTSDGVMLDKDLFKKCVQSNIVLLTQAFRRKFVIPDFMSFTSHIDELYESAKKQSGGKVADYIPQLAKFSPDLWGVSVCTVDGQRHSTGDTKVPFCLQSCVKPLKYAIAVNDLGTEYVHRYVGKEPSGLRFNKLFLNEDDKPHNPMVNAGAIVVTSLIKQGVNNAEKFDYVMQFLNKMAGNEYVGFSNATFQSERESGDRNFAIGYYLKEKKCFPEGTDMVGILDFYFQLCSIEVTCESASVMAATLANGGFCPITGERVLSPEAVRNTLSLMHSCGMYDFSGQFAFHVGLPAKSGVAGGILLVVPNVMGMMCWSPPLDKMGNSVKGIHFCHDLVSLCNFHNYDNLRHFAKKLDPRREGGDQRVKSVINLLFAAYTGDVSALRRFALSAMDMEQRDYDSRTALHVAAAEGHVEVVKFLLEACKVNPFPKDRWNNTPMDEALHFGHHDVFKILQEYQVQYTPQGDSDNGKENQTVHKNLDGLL
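Compounds were pin-transferred onto hKGA, after which L-glutamine (1 mM solution) and a detection mix of glutamate oxidase, HRP and Amplex Red were added. Initial and 30 min RT fluorescence reads were collected.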
JMJD2A Tudor: inhibitors of human JMJD2A Tudor domain; O75164; AlphaScreen JMJD2A-Tudor / H3K4me3 peptide binding; Potency, µM (highest dose often 114 µM), inactives show top-dose activity change, negative = inhibition, usual class: inhibitors; actives 4.4% (n = 390,000); note: % is set by controls: 0 for no effect and ±100 for the full control effect; nearly all actives have a fitted effect of over 50% in size
ALOX12 inh: inhibitors of human 12S-lipoxygenase ALOX12 | P18054 | purified 12hLO, xylenol orange hydroperoxide absorbance | Potency, µM (doses to about 108 µM), for the others: at the highest dose activity change, negative = inhibition, hits mostly inhibitors | actives 1.1% (n = 580,000) | AID 1671190; note: % is set by controls: 0 for no effect and ±100 for the full control effect
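Purified human 12hLO at 150 nM in 25 mM Hepes, 0.01% Triton X-100, pH 7.0, preincubated 15 min at room temperature with compound. Reaction started with 40 uM arachidonic acid, 30 min at room temperature. Hydroperoxide measured by Fe-xylenol orange, 573/405 nm absorbance ratio.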
ERG Ets-DNA blk: ERG Ets/DNA interaction inhibition | Potency, µM (highest dose often 76.9 µM), for the others: at the highest dose FP activity, negative = inhibition, hits mostly inhibitors | fluorescence polarization, His-ERG Ets domain / labelled DNA | P11308 | actives 0.028% (n = 370,000); active = well fitted inhibition curve with a large enough effect in the polarisation, with a control signal flat; inconclusive = small, poorly fitted or top-dose-only effect, or effect the other way, or a change in a side signal; inactive = no such curve, though single readings can be large or run the other way; the % refers to the polarisation;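 note: polarization taken with two DNA probes labelled with fluorescein and Texas red; % of control where 0% means no effect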
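His-tagged ERG Ets domain (1 uM in the protein solution; 300mM KCl, 50mM Tris-HCl, 1mM EDTA, 1mM DTT, pH 7.5) received compound, then a probe mix of 5 nM fluorescein-DNA and 100nM Texas-615-DNA. Fluorescence polarization was read for both dyes.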
HP1b chromo inh: blocks HP1-beta chromodomain binding to methylated histone tails | AID 540317 | actives 0.56% (n = 390,000) | Potency, µM (titrated, usually from 114 µM), without a hit: at the top dose activity change, negative = inhibition, most hits filed as inhibitors | AlphaScreen HP1-beta / biotin-H3K9me3 peptide binding; note: nearly all actives have a fitted effect of over 70% in size; inactives centre near 23
Target sequence (P83916 whole entry, looked up): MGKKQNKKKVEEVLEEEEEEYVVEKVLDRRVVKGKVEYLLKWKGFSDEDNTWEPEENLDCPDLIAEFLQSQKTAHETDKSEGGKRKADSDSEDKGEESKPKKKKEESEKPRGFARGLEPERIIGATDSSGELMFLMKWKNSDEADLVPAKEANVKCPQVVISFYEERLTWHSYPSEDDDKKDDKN
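Compound inhibition of the preformed complex between 50 nM HP1-beta and 50 nM biotinylated H3K9me3 peptide was read by AlphaScreen. Buffer was PBS pH 7.4 with 0.01% Tween-20. Incubations ran 30 min at room temperature, with 10 ug/mL donor/acceptor beads.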
PGK inhibitor: T. brucei PGK inhibition; P07378; Potency, µM (highest dose often 57.5 µM), without a hit: at the top dose activity change, negative = inhibition, hits mostly inhibitors; actives 0.043% (n = 380,000); PGK/GAPDH coupled, Kinase-Glo luminescence, 60 min; note: % is set by controls: 0 for no effect and ±100 for the full control effect; nearly all actives have a fitted effect of over 60% in size
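Recombinant glycosomal PGK reaction used 1,3-bisphosphoglycerate generated in-well by GAPDH (100nM final) in 100mM TEA pH 7.6, 5mM MgCl2, 0.01% Tween-20. After 60 minutes at room temperature, ATP was read by Kinase-Glo Plus luminescence end-point.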
Numbers without * were called inactive; i = inactive; ? = inconclusive; nt = not tested or not shown; [ ] = remark or other dose. Unless noted, calls come from the whole dose curve; as a rule, active = well fitted curve in the direction sought with a large enough effect; inconclusive = small, poorly fitted or top-dose-only effect, or another doubt; inactive = no such curve, though single readings can be large; an effect the other way counts as inactive or inconclusive. Potency is the fitted concentration of half-maximal effect.

SMILES | Pin1 inhibitor | RGS4 inhibitor | rTrxR1 inhibitor | GLS inh | JMJD2A Tudor | ALOX12 inh | ERG Ets-DNA blk | HP1b chromo inh | PGK inhibitor
O=C(Nc1ccccc1)c1cccc(Cn2cc(C(F)(F)F)ccc2=O)c1 | 2.7% | 2.0% | 11.3%[57.1 µM] | -1.0% | -13.5% | i | -2.1% | -13.9% | i
CNC(=S)N/N=C(\C)c1ccc(C(C)(C)C)cc1 | 6.0% | 2.9% | -6.9% | 3.0% | -12.8% | 5.7% | -7.7% | 12.1% | 2.2%
CCCCCCCCCn1c2c(c(=N)c3c1CCC3)CCCC2 | -9.8% | -18.0% | -17.9% | -0.1% | -21.8% | nt | -20.9% | -4.0% | -3.4%
COc1cc(S(=O)(=O)N2CCn3cccc3C2C)ccc1NC(C)=O (stereo unspecified) | -16.7% | -14.7% | -1.6% | -9.2% | ? | -4.4% | -0.4% | -6.2% | -8.3%
O=S(=O)(NCC(c1ccco1)S(=O)(=O)c1cccs1)c1ccc(F)c(C(F)(F)F)c1 (stereo unspecified) | 2.6% | -9.4% | 0.447µM* | 5.2% | -8.4% | ? | 9.2% | 25.5% | i
O=C(CSc1nnc(CNC(=O)c2ccco2)o1)Nc1ccccc1F | -0.3% | -23.6% | 20.7% | -2.1% | -14.3% | -12.5% | 14.7% | -9.1% | i
Cc1nn(Cc2cccc(C(=O)NN)c2)c(C)c1Cl | ? | 13.3% | 1.2%[57.1 µM] | -11.4% | -0.7% | 199.2%[activator] | 6.3% | 22.0% | 2.4%
O=S(=O)(N/N=C\c1cn(-c2ccccc2)nc1-c1ccccc1)c1ccccc1 | 2.9% | 3.0% | 0.7% | 25.8% | -29.2% | -1.3% | nt | -4.4% | -4.3%[11.5 µM]
CCOc1ccc(OCC(=O)Nc2ccc(N3CCCCC3)cc2)cc1 | -10.3% | 1.7% | -9.1% | 19.8% | -13.9% | 2.9% | 1.4% | 24.2% | -2.0%
CCN1CCN(CCC(=O)Nc2ccc(Br)cc2)CC1 | 6.2% | -4.2% | -0.6% | 15.9% | -6.4% | -25.7% | 0.8% | 33.2% | 25.8%
Cn1c2ccccc2c2cnn(CC(=O)NCCCN3CCCCC3)c(=O)c21 | -2.2% | -2.3% | 9.5% | 4.6% | -1.3% | -18.3% | 4.9% | 23.1% | -4.1%
Cc1ccc(C(=O)NCC(=O)NCc2cc(=O)n(C)c(=O)n2C)cc1 | -6.6% | -58.8%[56.9 µM] | 4.0% | 3.8% | ? | -4.5% | 7.6% | 21.3% | -7.9%
Cn1c(Sc2ccccc2Cl)c(C=O)c2ccccc21 | 5.8% | -3.0% | 3.2% | 0.6% | 45.3%[activator] | -0.2% | -3.7% | 133.5%[activator] | -7.0%
CCc1ccc(C(=O)/C=C/c2ccc([N+](=O)[O-])o2)cc1 | 47.0%[activator] | ? | ? | 0.7% | ? | ? | -2.7% | ? | -6.9%
COC(=O)CC(=O)O[C@H]1C=C[C@@H](NC(=O)OC(C)(C)C)C1 | 0.5% | -10.3% | 4.8% | 7.8% | -13.7% | -25.4% | 8.0% | 25.0% | -1.8%
C/C(=N/OC(=O)c1ccc(C)cc1)c1ccc(N2C(=O)C3CCCCC3C2=O)cc1 (stereo unspecified) | 0.5% | ? | 11.6% | 14.9% | 39.8µM* | 21.1% | -3.4% | -10.7% | -0.6%
CCC(=O)N1CCc2cc(Br)cc(S(=O)(=O)CCC(=O)NCCc3ccc(C)cc3)c21 | 5.6% | -14.4% | 17.7%[57.1 µM] | 0.2% | -10.6% | -7.4% | -0.6% | 44.5%[activator] | -0.2%
CSc1ccc(/C=N/NC(=O)c2cccc(Cl)c2)cc1 | 11.4% | 20.7% | -7.0% | -3.1% | -9.0% | 11.4% | -12.3% | 9.9% | -4.2%
O=C(CCNC(=O)c1ccc(Br)cc1)NCCCN1CCOCC1 | -0.9% | 7.9% | 28.4% | -3.1% | -3.0% | 8.7% | 7.7% | 19.2% | -8.3%
Cc1ccc(NC(=O)CNC(=O)COc2ccccc2)nc1 | -2.6% | -6.9% | 42.0%[activator] | 1.2% | 8.3% | -7.6% | 4.6% | 5.1% | -1.0%
Cc1cc(C)c(C(=O)COC(=O)CN2C(=O)NC3(CCCC3)C2=O)cc1C | 1.0% | 18.1% | 13.1%[57.1 µM] | -2.9% | -19.9% | -8.0% | 1.5% | 11.8% | -1.8%
Cc1ccc(CSc2nnc(-c3ccc4c(c3)OCO4)o2)cc1 | 0.4% | 19.1% | -12.5%[57.1 µM] | -2.1% | 10.6% | 0.0% | 5.4% | 29.9% | i
N#Cc1nc(-c2cccs2)oc1NCc1ccc(Cl)cc1 | 5.8% | 9.7% | 116.2%[activator] | 8.6% | -18.9% | 0.0% | 2.3% | ? | 4.5%
Cc1cc(-c2csc(NC(=O)c3ccc(=O)[nH]c3)n2)c(C)n1Cc1ccccc1 | 34.9%[activator] | -35.5% | ? | -7.9% | ? | -0.5% | 11.7% | 9.5% | -9.5%
COc1ccc(Cc2nnc(SCC(=O)Nc3nc(C)cs3)o2)cc1 | -1.6% | -10.7% | 13.0% | -2.5% | -7.0% | 26.5% | -5.0% | 37.2% | i
COc1cn(CC(=O)Nc2c(C)cc(C)cc2C)c(CN2CCCCC2)cc1=O | -10.0% | 21.1% | 12.5%[57.1 µM] | -0.1% | -16.0% | -11.7% | -6.1% | 13.7% | -2.1%
CN(C(=O)CSc1nc2ccccc2n1CC(=O)N(C)C1CCCCC1)c1ccccc1 | -2.3% | 2.2% | 13.1%[57.1 µM] | -8.5% | -16.9% | -25.0% | 7.8% | 30.9% | i
COc1cccc(CNCc2ccc(C(=O)O)cc2)c1OC | -9.0% | 16.8% | -5.4% | 0.0% | 3.5% | -3.7% | -13.2% | 12.0% | 9.2%
COc1ccccc1NC(=O)CSc1nc(C)c2c(c1C#N)CCCC2 | 3.2% | -31.4% | 17.0% | 1.0% | 2.3% | -23.1% | 1.5% | 16.2% | i
Cn1ccc(C(=O)OCC(=O)c2ccccc2)n1 | 1.1% | -7.7%[11.4 µM] | 6.3%[57.1 µM] | -0.5% | 3.9%[57.1 µM] | -4.3% | 15.9% | -12.3% | i
CC(NC(=O)C1CCCC1)c1ccc2c(c1)OCCO2 (stereo unspecified) | 1.9% | 13.6% | 12.6%[57.1 µM] | 2.9% | 3.7% | 0.0% | 4.6% | 29.5% | -1.5%
O=C1CCCCC1CCc1ccncc1 (stereo unspecified) | -6.1% | -0.6% | 16.2%[57.1 µM] | -2.3% | -2.1% | 1.4% | -8.8% | 37.9% | 2.2%
OCC1(CCOc2ccccc2)CCN(C2Cc3ccccc3C2)CC1 | -8.9% | -9.5% | 21.2% | 10.0% | -19.2% | -13.0% | -2.8% | 13.9% | -1.5%
CCOc1ccccc1CNC(=O)C1CCCN(c2ncnc3onc(-c4ccc(F)cc4)c23)C1 (stereo unspecified) | 2.1% | 4.4% | -16.2% | 8.0% | -14.2% | -22.4% | -8.6% | 19.8% | 10.7%
CC(=O)C1=NOC2C(=O)N(c3ccc(Cl)cc3)C(=O)C12 (stereo unspecified) | -5.5% | -11.8% | -18.4% | -9.7% | 3.7% | -17.0% | -17.3% | 48.1%[activator] | nt
CC1CC2C3CCC4=CC(=O)C=CC4(C)[C@@]3(Cl)C(O)CC2(C)C1(O)C(=O)CO (stereo partly specified) | 3.1% | 12.6% | 22.0% | -6.7% | -8.3% | 1.7% | -4.8% | 46.9%[activator] | 8.6%
O=C(/C=C/c1cccc([N+](=O)[O-])c1)OCC(=O)c1ccccc1 | -0.3% | 1.6% | 11.8% | 5.7% | -12.9% | -5.4% | -2.7% | 32.2% | 0.7%
COc1ccc(S(=O)(=O)c2cnc3ccc(OC)cc3c2N2CCC3(CC2)OCCO3)cc1 | 6.3% | 1.3% | 4.5% | 1.3% | -25.0% | -13.0% | -0.3% | 34.2% | 2.4%
COc1ccccc1CNS(=O)(=O)c1ccc2[nH]cc(C(=O)O)c(=O)c2c1 | -2.2% | 16.5% | 7.5%[57.1 µM] | ? | 39.8µM* | nt | 1.2% | ? | ?
N#C/C(=C\c1cc(Cl)cc(Cl)c1O)C(=O)NC1CCCCC1 | ? | 13.7% | 79.4µM* | -3.6% | -34.3% | 7.08µM* | 2.1% | -10.9% | -0.3%
CCN(c1cccc(C)c1)S(=O)(=O)c1cc(Br)cc2c1N(C(C)=O)C(C)C2 (stereo unspecified) | ? | -3.3% | 19.7% | -18.7% | -17.4% | -9.2% | -3.4% | 21.3% | 6.2%
Cc1nn(-c2ccccc2)nc1CNC(=O)CC(C)(C)C | -15.5% | 8.3% | 24.4% | 1.0% | -5.6% | 0.0% | 3.9% | 23.1% | -10.1%
Nn1c(SCC(=O)Nc2ccc(F)cc2F)nnc1C1CCCCC1 | -0.1% | -29.6% | -11.5% | 4.1% | -16.5% | -10.3% | -9.8% | 15.8% | -7.3%

This is a subset. The share of hits here may be higher or lower than overall.
